Bioassay records from PubChem BioAssay.
TbMetRS inhib: Trypanosoma brucei MetRS inhibition; purified T. brucei MetRS, ATP depletion, Kinase-Glo luminescence; inhibition, % at 11.9 µM; actives 0.4% (n = 360,000);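 active = inhibition above a per-plate cutoff of the control wells' mean inhibition plus 3 SD, cut at about 5.5% in these data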;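 note: 0% = DMSO wells median and 100% = median of wells with control inhibitor compound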
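assay system = parasite MetRS enzyme | timing = 15 min preincubation, 2 h reaction, all 25 °C | evaluation = percent inhibition relative to median high and low control wells | medium = HEPES buffer containing pyrophosphatase, BSA, spermine, DTT | compound = single dose, 11.9 µM final nominal, 0.9% final DMSO | detection = Kinase-Glo luminescence, ATP depletion format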
STEP block: STEP (human) phosphatase inhibition; inhibition, % at 20 µM; P54829; actives 0.25% (n = 360,000); recombinant STEP, OMFP fluorogenic substrate, fluorescence;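 active = inhibition at 20 µM, scaled per plate between control wells, above about 37%, limit read from the data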;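 note: 0% = DMSO with enzyme and substrate and 100% = substrate only without enzyme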
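Also added – OMFP at 25 µM · Test system – STEP tyrosine phosphatase · Technique – FITC-channel fluorescence of OMFP product · Schedule – 20 min at room temperature, dark · Evaluation – control-normalized % inhibition with plate pattern correction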
DNMT1 inh: DNMT1 (human) enzyme inhibition; DNMT1 molecular beacon, Hinp1I cleavage, fluorescence; actives 0.83% (n = 360,000); inhibition (reported as % activation of signal), % at 10 µM; P26358; in the data active = inhibition above about 50%
MsrA inhibitor: bovine MsrA inhibition | actives 0.75% (n = 360,000) | inhibition, % at 15.5 µM | purified bovine MsrA, absorbance read-out; in the data active = inhibition above about 4.5%;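 note: 0% = vehicle wells with enzyme and 100% = reference inhibitor wells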
NadD inh: inhibitors of Staphylococcus aureus NadD; purified NadD enzyme, colorimetric absorbance read-out; inhibition, % at 20 µM; actives 0.78% (n = 360,000); AID 602399; in the data active = inhibition above about 26%; note: some compounds past the cut are filed as inactive
Scp1 inh: blocks human Scp-1 phosphatase activity. Recombinant Scp1, phosphopeptide, malachite green phosphate absorbance. inhibition, % at 20 µM. actives 0.88% (n = 340,000);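 active = inhibition above about 50% at 20 µM, limit read from the data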;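 note: plate controls were DMSO wells with enzyme for no effect and wells lacking enzyme for full effect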
Target sequence (Q9GZU7 76-261 limits assumed): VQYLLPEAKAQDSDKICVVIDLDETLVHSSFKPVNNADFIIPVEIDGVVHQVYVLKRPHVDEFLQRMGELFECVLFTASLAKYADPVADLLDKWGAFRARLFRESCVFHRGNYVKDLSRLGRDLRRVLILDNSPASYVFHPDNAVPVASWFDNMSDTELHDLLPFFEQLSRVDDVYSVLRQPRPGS
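System: truncated SCP-1 phosphatase (76-261aa); medium: Tris acetate buffer pH 5.5 with MgCl2 and Tween-20; incubation: 45 min room-temperature reaction, 5 min colour, 30 min stabiliser; compound: single 20 µM dose, 1% DMSO; reagent: Phosphorylated 17-residue peptide substrate; read-out: % inhibition at 20 µM; technique: colorimetric free-phosphate detection, absorbance 630 nm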
CSN inh: CSN deneddylation inhibition. AID 651999. Purified CSN, SCF-Nedd8-OG deneddylation, fluorescence polarization. Q92905. actives 0.38% (n = 360,000). inhibition, % at 12.5 µM;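 active = pattern-corrected inhibition above about 35%, with an unprinted fluorescence ratio check between 0.5 and 1.5, limit read from the data, passing the limit was not always enough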;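 note: 0% = enzyme with substrate and 100% = substrate without enzyme; some results filed as inactive read as strong as hits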
Target sequence (Q92905 whole entry, looked up, one chain of several): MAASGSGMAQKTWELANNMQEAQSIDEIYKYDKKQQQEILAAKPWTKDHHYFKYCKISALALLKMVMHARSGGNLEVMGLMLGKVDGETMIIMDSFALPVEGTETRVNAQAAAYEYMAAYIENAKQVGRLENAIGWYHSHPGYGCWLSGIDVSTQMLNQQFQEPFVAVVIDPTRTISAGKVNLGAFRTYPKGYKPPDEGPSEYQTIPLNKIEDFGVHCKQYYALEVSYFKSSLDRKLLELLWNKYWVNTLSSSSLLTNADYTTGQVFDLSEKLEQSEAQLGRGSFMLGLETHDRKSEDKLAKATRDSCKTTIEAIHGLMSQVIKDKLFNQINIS
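test system = HEK293T-derived human Csn5 enzyme | amount = 0.24 nM Csn5 enzyme, final concentration | medium = Tris/NaCl/DTT buffer, pH 7.5 | schedule = 90 min reaction at room temperature | signal = FP | evaluation = inhibition of Csn5 cleavage, % | compound dosing = single dose of 12.5 µM compound with 0.25% DMSO | probe or stimulus = 10 nM SCFSkp2-Nedd8OG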
Rpn11 block: blocks the human proteasome subunit Rpn11; human 26S proteasome, Ub4-pepOG fluorescence polarization; 20S core pre-blocked with epoxomicin; calls only at 20 µM; AID 588493; actives 0.59% (n = 360,000);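 active = inhibition at 20 µM, scaled to each plate's controls, above about 33%, limit read from the data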
SUMO1-SIM PPI: SUMO1-SIM interaction modulation | SUMO1 binding to a labelled peptide, TR-FRET, 1 h | inhibition, % at 20 µM | actives 0.33% (n = 360,000) | AID 602429; in the data active = inhibition above about 37%
Target sequence (P63165 whole entry, looked up): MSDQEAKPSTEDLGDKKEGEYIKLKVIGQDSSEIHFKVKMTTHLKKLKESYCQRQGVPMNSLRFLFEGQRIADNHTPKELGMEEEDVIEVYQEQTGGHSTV
LMPTP inh: blocks human LMPTP phosphatase. actives 0.22% (n = 360,000). inhibition, % at 20 µM. AID 651560. recombinant LMPTP-A, OMFP fluorogenic substrate, fluorescence intensity. P24666;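 active = compounds that cut the enzyme signal by at least half of the control window in the single-dose screen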;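 note: plate controls were DMSO wells with enzyme plus substrate for no effect and substrate without enzyme for full effect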
Target sequence (P24666 whole entry, looked up): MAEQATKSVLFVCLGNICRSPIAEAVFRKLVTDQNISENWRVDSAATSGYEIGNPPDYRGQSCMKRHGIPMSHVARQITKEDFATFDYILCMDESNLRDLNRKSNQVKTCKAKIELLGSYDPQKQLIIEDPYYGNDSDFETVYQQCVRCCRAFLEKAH
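Test system: LMPTP-A phosphatase enzyme; input: 0.625 nM LMPTP-A final; reagent: OMFP substrate, 400 µM final; compound dosing: 20 µM single dose, 3% DMSO; incubation: 50 min dark incubation at room temperature; measured by: endpoint fluorescence intensity from OMFP dephosphorylation; measure: % inhibition relative to no-enzyme and uninhibited control wells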
An asterisk follows results filed as active.

For CC1CCCC(C)N1C(=O)COC(=O)c1c[nH]c2ccccc12 (centres undefined) the results were TbMetRS inhib -0.1, STEP block -3, DNMT1 inh -1, MsrA inhibitor 1.2, NadD inh 1, Scp1 inh -10, CSN inh -1, Rpn11 block inactive, SUMO1-SIM PPI 1 and LMPTP inh -0.8.
`CCOC(=O)c1cc2sc(C)cc2n1CC(=O)NCc1ccc(F)cc1` gave TbMetRS inhib 0.1, STEP block -1, DNMT1 inh 1, MsrA inhibitor 1.3, NadD inh -4, Scp1 inh -6, CSN inh -4, Rpn11 block inactive, SUMO1-SIM PPI 11 and LMPTP inh -1.1.
For CC(=O)N1CCc2cc(Br)cc(S(=O)(=O)NCCCN3CCC(C)CC3)c21 the results were TbMetRS inhib -0.5, STEP block -1, DNMT1 inh 1, MsrA inhibitor -2.1, NadD inh -6, Scp1 inh 3, CSN inh 2, Rpn11 block inactive, SUMO1-SIM PPI -2 and LMPTP inh -2.3.
For COc1cccc(C(=O)C2CCCN(Cc3cccc(OCCO)c3)C2)c1 (centres undefined) the results were TbMetRS inhib -1.4, STEP block 0, DNMT1 inh 0, MsrA inhibitor -1.0, NadD inh -6, Scp1 inh -3, CSN inh 2, Rpn11 block inactive, SUMO1-SIM PPI 1 and LMPTP inh 0.2.
For CCN(CC)C(=O)[C@H]1CC(CC(=O)NC(C)(C)C)C(=O)N2CCc3c([nH]c4ccc(OC)cc34)[C@]12C (some centres undefined) the results were TbMetRS inhib -1.7, STEP block -4, DNMT1 inh 5, MsrA inhibitor -0.4, NadD inh 2, Scp1 inh 4, CSN inh -2, Rpn11 block inactive, SUMO1-SIM PPI 1 and LMPTP inh 0.4.
CC1(C(=O)NS(=O)(=O)c2cccs2)CCN1C(=O)c1ccccc1 (centres undefined) was read as TbMetRS inhib -0.5, STEP block -1, DNMT1 inh 0, MsrA inhibitor -1.1, NadD inh 3, CSN inh -3, Rpn11 block inactive, SUMO1-SIM PPI -11 and LMPTP inh 3.6.
CCCC(=O)Nc1c2c(nn1-c1ccc(OC)cc1)CS(=O)(=O)C2 was read as TbMetRS inhib -0.4, STEP block -1, DNMT1 inh 0, MsrA inhibitor -0.7, NadD inh -1, Scp1 inh -6, CSN inh -1, Rpn11 block inactive, SUMO1-SIM PPI 3 and LMPTP inh -1.3.
CC(=O)Nc1ccc(Sc2ccccc2C(=O)O)cc1 was read as TbMetRS inhib -1.1, STEP block 3, DNMT1 inh 1, MsrA inhibitor -0.4, NadD inh -2, Scp1 inh 7, CSN inh -13, Rpn11 block inactive, SUMO1-SIM PPI 2 and LMPTP inh 2.7.
Screening O=C1C(Cl)=C(NCCN2CCOCC2)C(=O)c2ccccc21 returned TbMetRS inhib -1.0, STEP block 2, DNMT1 inh -7, MsrA inhibitor 0.5, NadD inh -8, Scp1 inh -6, CSN inh 2, Rpn11 block inactive, SUMO1-SIM PPI -55 and LMPTP inh 0.8.
Screening CCCCNC(=O)c1oc2ccc(S(=O)(=O)N3CCCC3)cc2c1C returned TbMetRS inhib -0.9, STEP block -2, DNMT1 inh -2, MsrA inhibitor 0.3, NadD inh -2, Scp1 inh 1, CSN inh 4, Rpn11 block inactive, SUMO1-SIM PPI -2 and LMPTP inh 1.1.
Screening O=c1c2ccccc2nc(SCc2nc3ccccc3s2)n1CCCO returned TbMetRS inhib -0.6, STEP block -2, DNMT1 inh -1, MsrA inhibitor 0.4, NadD inh -3, Scp1 inh 3, CSN inh -7, Rpn11 block inactive, SUMO1-SIM PPI -1 and LMPTP inh 2.1.
For O=S1(=O)Nc2c(ccc3cccnc23)-c2ccccc21 the results were TbMetRS inhib -0.2, STEP block -2, DNMT1 inh 1, NadD inh 5, Scp1 inh -3, CSN inh 3, Rpn11 block inactive, SUMO1-SIM PPI -19 and LMPTP inh 0.1.
Screening COCCN1CCn2c(nc3cc(Nc4nnc(C)c5ccccc45)ccc32)C1 returned TbMetRS inhib -0.3, STEP block 1, DNMT1 inh -1, MsrA inhibitor 0.4, NadD inh 1, Scp1 inh -3, CSN inh 3, Rpn11 block inactive, SUMO1-SIM PPI 3 and LMPTP inh 18.
For CCOC(=O)C1=CCN(S(=O)(=O)c2ccccc2Cl)C1c1cccc(F)c1 (centres undefined) the results were TbMetRS inhib 0.1, STEP block -1, DNMT1 inh -5, MsrA inhibitor -0.5, NadD inh -3, CSN inh -3, Rpn11 block inactive, SUMO1-SIM PPI 8 and LMPTP inh 2.9.
Screening CS(=O)(=O)N1N=C(c2ccco2)CC1c1ccc(Br)cc1 (centres undefined) returned TbMetRS inhib -0.5, STEP block 2, DNMT1 inh 2, MsrA inhibitor 1.5, NadD inh -6, Scp1 inh -3, CSN inh 6, Rpn11 block inactive, SUMO1-SIM PPI -9 and LMPTP inh -0.4.
Screening COc1ccc(-c2noc(CCc3ccccc3)n2)cc1 returned TbMetRS inhib -1.2, STEP block -1, DNMT1 inh -4, MsrA inhibitor 0.1, NadD inh -12, Scp1 inh -17, CSN inh 2, Rpn11 block inactive, SUMO1-SIM PPI -1 and LMPTP inh 0.9.
For CN(C)CCNc1ncnc2oc(-c3ccccc3)c(-c3ccccc3)c12 the results were TbMetRS inhib -0.1, STEP block 1, DNMT1 inh -1, MsrA inhibitor 0.7, NadD inh -10, Scp1 inh 2, CSN inh -5, Rpn11 block inactive, SUMO1-SIM PPI -15 and LMPTP inh -2.3.
For CN(C(=O)c1cccc(NC(=O)Cc2ccc(NC(=O)C3CCN(C(=O)C4CCC4)CC3)cc2)c1)C1CC1 the results were TbMetRS inhib -0.4, STEP block 2, DNMT1 inh 5, MsrA inhibitor 1.3, NadD inh 4, Scp1 inh 0, CSN inh -4, Rpn11 block inactive, SUMO1-SIM PPI 2 and LMPTP inh -1.8.
Cn1cc(Br)c(-c2cccc(N3C(=O)CC(C)(C)CC3=O)c2)n1 was read as TbMetRS inhib -0.2, STEP block -4, DNMT1 inh -1, MsrA inhibitor 0.1, NadD inh -2, Scp1 inh -7, CSN inh -5, Rpn11 block inactive, SUMO1-SIM PPI 0 and LMPTP inh -1.2.
Screening Cc1ccc(NC(=S)NC(=O)c2cncc(Br)c2)cc1Cl returned TbMetRS inhib -0.3, STEP block 0, DNMT1 inh -2, MsrA inhibitor 1.2, NadD inh -3, Scp1 inh -14, CSN inh -1, Rpn11 block inactive, SUMO1-SIM PPI 2 and LMPTP inh -0.7.

A portion taken from the entries so far:
For CN(C)CCNc1ncnc2oc(-c3ccccc3)c(-c3ccccc3)c12 the results were TbMetRS inhib -0.1, STEP block 1, DNMT1 inh -1, MsrA inhibitor 0.7, NadD inh -10, Scp1 inh 2, CSN inh -5, Rpn11 block inactive, SUMO1-SIM PPI -15 and LMPTP inh -2.3.
For CN(C(=O)c1cccc(NC(=O)Cc2ccc(NC(=O)C3CCN(C(=O)C4CCC4)CC3)cc2)c1)C1CC1 the results were TbMetRS inhib -0.4, STEP block 2, DNMT1 inh 5, MsrA inhibitor 1.3, NadD inh 4, Scp1 inh 0, CSN inh -4, Rpn11 block inactive, SUMO1-SIM PPI 2 and LMPTP inh -1.8.

Further compounds
For c1ccc(CSc2ccc3nnc(-c4cccnc4)n3n2)cc1 the results were TbMetRS inhib -0.4, STEP block 1, DNMT1 inh 3, MsrA inhibitor -0.4, NadD inh -2, Scp1 inh -4, CSN inh 1, Rpn11 block inactive, SUMO1-SIM PPI -13 and LMPTP inh -1.8.
`O=C(OCC(O)C(O)C(O)C(SCc1ccccc1)SCc1ccccc1)c1ccccc1` (centres undefined) gave TbMetRS inhib 0.1, STEP block -1, DNMT1 inh -9, MsrA inhibitor -0.3, NadD inh -10, Scp1 inh -13, CSN inh 0, Rpn11 block inactive, SUMO1-SIM PPI 5 and LMPTP inh 1.7.
For S=C1NNC2(CC3CC2C2CCCC32)NN1 (centres undefined) the results were TbMetRS inhib 0.6, STEP block -1, DNMT1 inh 2, MsrA inhibitor 0.8, NadD inh 8, Scp1 inh -1, CSN inh -2, Rpn11 block inactive, SUMO1-SIM PPI 1 and LMPTP inh 1.1.
`C(=N\Nc1nc2ccccc2[nH]1)/c1cccs1` gave TbMetRS inhib 0.5, STEP block 3, DNMT1 inh 2, MsrA inhibitor 1.1, NadD inh -2, Scp1 inh 6, CSN inh 2, Rpn11 block inactive, SUMO1-SIM PPI -4 and LMPTP inh -0.1.
For O=C(OCc1nc2ccsc2c(=O)[nH]1)c1ccccc1 the results were TbMetRS inhib -0.4, STEP block -2, DNMT1 inh 1, MsrA inhibitor -0.6, NadD inh 6, Scp1 inh -1, CSN inh 0, Rpn11 block inactive, SUMO1-SIM PPI 2 and LMPTP inh -1.0.
O=C(O)c1ccc(NC(=S)N2CCCCC2)cc1 was read as TbMetRS inhib -1.3, STEP block -1, DNMT1 inh -1, MsrA inhibitor -0.8, NadD inh -2, Scp1 inh 3, CSN inh -3, Rpn11 block inactive, SUMO1-SIM PPI -2 and LMPTP inh 1.9.
`CCOC(=O)C1CCCN(C/C=C/c2ccccc2[N+](=O)[O-])C1` (centres undefined) gave TbMetRS inhib -0.1, STEP block 2, DNMT1 inh 1, MsrA inhibitor -0.4, NadD inh -4, Scp1 inh -6, CSN inh -1, Rpn11 block inactive, SUMO1-SIM PPI -9 and LMPTP inh -1.8.
`CCOC(=O)C1C2C=CC3(CN(c4ccccc4CC)C(=O)C13)O2` (centres undefined) gave TbMetRS inhib -1.1, STEP block -4, DNMT1 inh 2, MsrA inhibitor 0.1, NadD inh -5, Scp1 inh -4, CSN inh 3, Rpn11 block inactive, SUMO1-SIM PPI -1 and LMPTP inh -0.9.
Screening CCOC(=O)CSC1=Nc2ccccc2C2=NC(CC(=O)NCc3ccc4c(c3)OCO4)C(=O)N12 (centres undefined) returned TbMetRS inhib -0.3, STEP block 5, DNMT1 inh -1, MsrA inhibitor -0.6, NadD inh 5, Scp1 inh -3, CSN inh 1, Rpn11 block inactive, SUMO1-SIM PPI -2 and LMPTP inh -0.1.
`Nc1c(C(=O)c2cccs2)sc2nsc(SCCN3CCCCC3)c12` gave TbMetRS inhib -0.2, STEP block 0, DNMT1 inh -6, MsrA inhibitor 0.6, NadD inh -1, Scp1 inh 5, CSN inh 54, SUMO1-SIM PPI -43 and LMPTP inh 6.3.

No enrichment for hits; overall some 3.9% were active at least once.
